Hsp70 inhibitors: small molecules displacing fluorescent ligand from Hsp70 – biochemical, fluorescence polarization, primary screen (AID 583). one-dose displacement, % at 20 µM; IC50 in µM for titrated hits. Hsp70 fluorescence polarization probe displacement, mP; higher % means a stronger effect. 140,000 compounds, 0.06% hits; in the data active means displacement above about 50%;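 further: plate controls were vehicle for no effect and reference ligand for full effect; a part of the inactive calls stands beside numbers as strong as those of hits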
MKP-3 inhibition: inhibition of rat DUSP6 enzyme activity – biochemical, in vitro, primary screen (AID 425); 110,000 compounds, 0.17% hits; inhibition, % at 20 µM; hits with a dose series show IC50 in µM; recombinant MKP-3 phosphatase activity, fluorescence; higher % means a stronger effect; in the data active means inhibition above about 50%;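 further: plate controls were vehicle for no effect and reference inhibitor for full effect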
An asterisk follows results filed as active; x = no result given; & = joins results of further samples.

SMILES	Hsp70 inhibitors	MKP-3 inhibition
O=c1[nH]c(=S)[nH]c(O)c1C=Nc1ccccc1-c1ccccc1	-10.9%	-0.9%
Cc1[nH]c2ccccc2c1/C=N/NC(=O)c1cccc(Br)c1	-4.5%	-0.2%
CCCn1c(=O)c2ccccc2n2c(SCCOc3ccc(OC)cc3)nnc12	0.5%	-7.1%
CCN1C(=O)/C(=C\c2ccc([N+](=O)[O-])cc2)C(C(=O)OC)=C1C	2.1%	7.5%
CCCOc1ccc(C(=O)Nc2ccc(O)c(-c3nc4ccccc4s3)c2)cc1	-0.4%	-4.4%
CCN(CC)CCNC(=O)c1ccc(Cl)c(Cl)c1	-0.1%	1.0%
Cc1ccc(/C=C2/SC(=S)N(NC(=O)c3ccccc3C)C2=O)cc1	2.8%	0.3%
O=C(NCCCN1CCN(Cc2ccccc2)CC1)C1CCN(c2nnc(-n3cccc3)s2)CC1	-0.7%	-11.3%
CCCSc1nnc(NC(=O)c2sc3nc(-c4cccs4)ccc3c2N)s1	-11.6%	-2.8%
COc1cccc2c(=O)n(CC(=O)NC3CCCCC3)ccc12	7.7%	-6.6%
COC(=O)c1ccc(/C=C2\C(=O)NC(=S)N(c3cccc(Br)c3)C2=O)cc1	1.3%	3.2%
CCOc1ccc(CCNC(=O)c2cccnc2N2CCCC2)cc1OCC	3.5%	-13.8%
O=C(CSc1nnc(-c2cccnc2)n1Cc1ccco1)N1CCc2ccccc21	-1.5%	-4.8%
c1cncc(-c2nn3c(Cn4cnc5ccccc54)nnc3s2)c1	2.4%	-5.4%
CCN(CC)C(=O)C1CCCN(c2ncnc3c2cnn3-c2ccc(Cl)cc2)C1 (configuration not stated)	3.3%	0.8%
CCC1CCCCN1C(=O)CSc1nnc(-c2cccs2)o1 (configuration not stated)	1.1%	-0.3%
CCCc1c(O)c2ccccc2[nH]c1=O	-3.4%	x
Cn1c(Cn2nnc3ccccc32)nnc1SCC(N)=O	-8.0%	4.7%
C=CCn1c(SCCC(=O)O)nnc1-c1cccs1	-3.4%	-1.5%
Cc1cc(C(=O)CSc2nnc(N)s2)c(C)n1CCc1ccc(F)cc1	0.6%	1.6%
COc1ccccc1N(CC(=O)Nc1ccc(F)c(Cl)c1)S(=O)(=O)c1ccccc1	1.7%	7.8%
CC(=O)NC(CCS(C)(=O)=O)C(=O)Nc1cc(C)ccc1C (configuration not stated)	2.5%	-1.6%
CN(C)CCCNC1CCCCCCCCCCC1	1.1%	0.8%
CN(C)CCNC(=O)C(NC(=O)c1ccccc1)C12CC3CC(CC(C3)C1)C2 (configuration not stated)	-5.5%	2.1%
Cc1cccc(-n2c(N)cc(=O)nc2SCC(=O)Nc2cc(C)on2)c1	5.4%	-0.1%
CCN1C(=O)/C(=C\c2ccc(-c3ccc(C(=O)O)cc3)o2)N(CC)C1=S	-4.2%	15.3%
CCOC(=O)c1ccc(NC(=O)CCNS(=O)(=O)c2ccc3c(c2)oc(=O)n3C)cc1	-6.4%	-0.6%
COC(=O)c1cc(-c2ccccc2)sc1NC(=O)c1cc(C)on1	0.6%	-14.8%
C=CCn1c(-c2ccc(OCC)cc2)n[nH]c1=S	-0.4%	4.5%
Cc1ccc(-c2nc(-c3cccnc3)no2)cc1[N+](=O)[O-]	-0.4%	1.6%
C=CCn1c(SCC(=O)NC(=O)NCC(C)C)nnc1C1CCCCC1	-1.7%	-4.5%
CCCCCOc1ccc2oc(=O)c3c(c2c1)CCCN3C(=O)CN1CCCC(C(=O)OCC)C1 (configuration not stated)	-4.9%	x
CCOc1cc(OCC)cc(C(=O)O)c1	0.9%	x
COc1cc(C)c(C(C)C)cc1S(=O)(=O)n1ccnc1	0.0%	x
CCc1ccc(N(CC(=O)NC2CCCC2)S(=O)(=O)c2c(C)noc2C)cc1	2.7%	-0.6%
Oc1ccccc1N=Cc1ccc[nH]1	-2.4%	-4.4%
O=C(CSc1nnc(Cn2c(=O)sc3ccccc32)n1CCc1ccccc1)N1CCOCC1	0.8%	-2.9%
O=C(Nc1ccc(Cl)c(Cl)c1)c1cccc(F)c1	5.6%	-1.3%
COc1ccccc1-c1c(C)oc2c(CN3CCN(CCO)CC3)c(O)ccc2c1=O	1.6%	-1.6%
Fc1ccc(NC(=S)NCC2CCCO2)cc1 (configuration not stated)	2.1%	2.5%
COc1ccc(S(=O)(=O)N(CCc2ccccc2)CC(=O)NC2CCCC2)cc1	-0.9%	1.9%
CCCCNC(=O)c1ccc(NC(=O)C2CCCO2)cc1 (configuration not stated)	0.8%	3.9%
O=C(/C=C\Nc1ccccn1)c1ccc(Cl)cc1	-6.5%	-11.1%
CCc1cc(C)cc(OCCOc2ccc(C=C3C(=O)NC(=S)NC3=O)cc2)c1	4.5%	2.9%
C/C(N)=C(/C#N)C(=O)CSc1nc2ccc(C)cc2[nH]1	3.0%	-10.8%
CC(C)(C)NC(=O)C(c1ccccc1)N(C(=O)c1ccco1)C1CC1 (configuration not stated)	-1.5%	-4.1%
Cc1nccn1S(=O)(=O)c1ccc(Cl)c([N+](=O)[O-])c1	2.0%	1.3%
N#C/C(=C\c1ccccc1Cl)C(N)=O	3.8%	4.3%
O=C(c1ccc2c(c1)C(=O)N(Cc1ccco1)C2=O)N1CCOCC1	14.5%	4.6%
CSc1ccc2c(c1)N(CCC1CCCCN1C)c1ccccc1S2 (configuration not stated)	-3.0%	23.3%
CC(C)C(C)NC(=O)CSc1nc2scc(-c3ccco3)c2c(=O)n1-c1ccccc1 (configuration not stated)	-3.3%	x
CCOC(=O)C1=C(c2ccccc2)NC(=O)NC1c1ccc(N(C)C)cc1 (configuration not stated)	-1.9%	0.6%
CCc1cc2c(C)cc(=O)oc2cc1OC(=O)C1CCCN1C(=O)OC(C)(C)C (configuration not stated)	-0.7%	-6.9%
O=C1c2ccccc2NC(c2cccc(O)c2)N1Cc1ccco1 (configuration not stated)	3.0%	-5.9%
Cc1onc(-c2ccccc2Cl)c1C(=O)Nc1nn[nH]n1	-1.3%&-0.4%	-5.0%&0.5%
O=C(Nc1nc2c(s1)COc1ccccc1-2)c1cccs1	7.2%	-12.3%
O=C(OCn1nnc2ccccc2c1=O)c1cccnc1Cl	0.2%	x
COc1cc(NC(=O)c2ccco2)c(OC)cc1NC(=O)CCC(=O)Nc1cc(C)cc(C)c1	5.1%	3.6%
COc1ccc(-c2ccc(/C=C/C(=O)c3cc4ccccc4o3)o2)cc1	-80.2%	6.7%
COc1cccc(NC(=O)c2ccccc2-c2nc(-c3ccc(Cl)cc3)no2)c1	1.3%	-5.6%
The listing continues:
SMILES	Hsp70 inhibitors	MKP-3 inhibition
CCc1ccccc1NC(=O)CSc1nnc([C@@H](NC(=O)OC(C)(C)C)C(C)C)o1	-2.5%	6.2%
CCN(CC)c1ccc(C=Nc2ccc(C)cc2)c(O)c1	-6.4%	x
CCSc1nc(O)c(Cc2ccccc2)c(=O)[nH]1	-2.6%	x
COc1ccc(S(=O)(=O)Nc2c(C(=O)O)[nH]c3ccccc23)c(OC)c1	-1.1%	-11.9%
Nc1ccc(-c2cn3ccsc3n2)cc1	0.2%	0.6%
Cc1c(C)c(COCc2c(C)c(C)c(C=O)c(C)c2C)c(C)c(C)c1C=O	-2.8%	0.1%
CN(C)C=C1C(=O)c2ccccc2C1=O	3.5%	6.3%
CCOC(=O)c1c(NC(=O)CCC(=O)OC)sc(C)c1C	0.7%	-2.0%
COCCNC(=O)c1cc2nc(-c3ccccc3)cc(-c3ccccc3)n2n1	-0.9%	2.6%
O=C(O)c1ccc2c(c1)N(Cc1ccccc1F)C(=O)c1ccccc1S2=O (configuration not stated)	-1.5%	0.7%
CCOc1ccc(C2/C(=C(\O)c3ccccc3)C(=O)C(=O)N2CCN(C)C)cc1 (configuration not stated)	-4.5%	5.2%
CCOC(=O)c1cnc2ccc(OCC)cc2c1N1CCN(c2ccccc2)CC1	4.9%	x
C=CCn1c(CCCNC(=O)CCC)nc2ccccc21	-3.8%	x
COc1ccc(C2CC(=O)C(C=NCCN3CCOCC3)=C(O)C2)cc1 (configuration not stated)	4.8%	-9.6%
CCOC(=O)CCc1c(C)nc(SCCN2CCCC2)c(C#N)c1C	-1.1%	-7.0%

The closing three compounds of the part above lead into the next.
SMILES	Hsp70 inhibitors	MKP-3 inhibition
C=CCn1c(CCCNC(=O)CCC)nc2ccccc21	-3.8%	x
COc1ccc(C2CC(=O)C(C=NCCN3CCOCC3)=C(O)C2)cc1 (configuration not stated)	4.8%	-9.6%
CCOC(=O)CCc1c(C)nc(SCCN2CCCC2)c(C#N)c1C	-1.1%	-7.0%
COc1ccc(Cl)cc1NC(=O)N1CCN(S(C)(=O)=O)CC1	1.4%	-5.5%
CCOc1ccc(C(=O)Nc2ccc(OC)c(OC)c2)cc1	-1.0%	-0.4%
Cc1c(C(=O)c2ccc(Cl)c(Cl)c2)cnc2cc3c(cc12)OCO3	1.2%	x
O=S(=O)(c1ccc(Oc2ccc(Cl)cc2)c(S(=O)(=O)N2CCCCC2)c1)N1CCCCC1	1.2%	x
COc1ccc(CCNC(=O)C(=O)Nc2cccc(Cl)c2Cl)cc1OC	x	3.2%
COc1ccc(-c2nc(N)nc(C)c2Oc2ccccc2Br)c(O)c1	20.0%	4.5%
COc1ccc(-c2noc(CN3CCN(c4ccccc4F)CC3)n2)cc1OC	1.9%	-6.6%
CCSc1ccccc1C(=O)N1CCN(c2ccccc2F)CC1	7.3%	-0.1%
O=C1CC(C(=O)Nc2ccccc2C(=O)O)C(c2ccccc2)O1 (configuration not stated)	-1.4%	7.5%
Cn1c(=NC(=O)CCl)sc2ccccc21	-1.9%	x
Cc1ccc(OCC(=O)NCC(=O)n2nc(C)cc2C)cc1	2.7%	-4.2%
Cc1cccc(-c2c3c(=O)n(C)c(=O)n(C)c3c3nnc4ccccc4n23)c1	-86.6%	x
CCCCN(CC)C(=O)Cn1cnc2ccc(S(=O)(=O)N3CCC(C)CC3)cc2c1=O	-2.8%	x
COc1ccc(OC)c(S(=O)(=O)Nc2ccc(C(N)=O)cc2)c1	5.4%	-5.5%
Cc1ccc(S(=O)(=O)NCCSc2nnnn2C)cc1	-2.3%	-16.0%

Another view of part of the listing above.
Screens in order: Hsp70 inhibitors | MKP-3 inhibition
Cn1c(Cn2nnc3ccccc32)nnc1SCC(N)=O
    -8.0% | 4.7%
C=CCn1c(SCCC(=O)O)nnc1-c1cccs1
    -3.4% | -1.5%

Rewritten field by field: two of the compounds above
> CCCCN(CC)C(=O)Cn1cnc2ccc(S(=O)(=O)N3CCC(C)CC3)cc2c1=O
  Hsp70 inhibitors: -2.8%	MKP-3 inhibition: x
> CCSc1ccccc1C(=O)N1CCN(c2ccccc2F)CC1
  Hsp70 inhibitors: 7.3%	MKP-3 inhibition: -0.1%

(further entries)
SMILES	Hsp70 inhibitors	MKP-3 inhibition
Clc1ccc(SCCCN2CCOCC2)cc1	0.3%	4.0%
CC(=O)c1cccc(NC(=O)CCC2CCCC2)c1	-0.1%	x
FC(F)(F)c1cc(-c2ccc3c(c2)OCO3)nc(NCc2ccco2)n1	5.3%	-1.5%
CC(=O)Oc1oc(-c2ccccc2)nc1C=Nc1ccccc1	1.5%	x
C=CCn1c(-c2ccc(OC)cc2)nc2ccccc21	11.5%	-4.7%
N#Cc1ccccc1S(=O)(=O)N1CCN(c2ccc(S(=O)(=O)N3CCOCC3)cn2)CC1	0.8%	-7.4%
COc1ccc(S(=O)(=O)NCC(=O)N(CC(=O)NCC2CCCO2)c2ccccc2C)cc1 (configuration not stated)	4.2%	-3.7%
O=C(NC1CCCCC1)C(c1cccs1)N(C(=O)c1ccco1)c1ccc2c(c1)OCCO2 (configuration not stated)	-0.4%	x
O=C(N/C(=C\c1cccnc1)C(=O)N1CCNCC1)c1ccccc1	-3.7%	5.5%
CCCc1cc(N2CCN(C(=O)c3ccco3)CC2)n2c(nc3ccccc32)c1C#N	3.6%	x
CCc1c(C)[nH]c2c(C)cccc2c1=O	-5.2%	1.7%
CSc1nnc2c(n1)OC(C(=O)c1ccccc1)Nc1ccccc1-2 (configuration not stated)	-1.5%	-0.8%
CCOc1ccc(S(=O)(=O)Nc2cccc(C(=O)N3CCN(c4ccc(OC)cc4)CC3)c2)cc1	0.9%	1.6%
Cc1oc(C(C)(C)C)cc1C(=O)Nc1ccc(CC(=O)O)cc1	-4.1%	2.5%
COc1cc(NC(=O)c2ccc(Cl)cc2)c(Cl)cc1N=NC1=C(O)CC(C)(C)CC1=O	-36.0%	3.1%
CCCCC1CCC(C(=O)Nc2ccccc2)CC1 (configuration not stated)	2.5%	x
CCc1ccc(N2C(=O)c3sc4nnc(-c5ccccc5)c(=O)n4c3C2=O)cc1	2.9%	x
O=c1[nH]c2cc3c(cc2cc1CN(CCO)S(=O)(=O)c1ccccc1Cl)OCCO3	0.7%	x
CC1CCN(S(=O)(=O)c2ccc(S(=O)(=O)NCC(=O)C(C)(C)C)cc2)CC1	3.3%	-8.5%
CCc1nnc(NC(=O)C2CC(=O)N(CCc3ccccc3)C2)s1 (configuration not stated)	5.6%	-6.4%
C(=N\C(/N=C/c1ccco1)c1ccco1)/c1ccco1	10.0%	-17.1%
COc1ccc(N(CC(=O)NC2CCCCC2)C(=O)CCCC(=O)Nc2ccccn2)c(OC)c1	-1.5%	-7.9%
O=S(=O)(c1ccc2oc3ccc(S(=O)(=O)N4CCCC4)cc3c2c1)N1CCCC1	3.9%	-10.2%
C(=N\N=C(c1ccccc1)c1ccccc1)/c1ccccn1	4.3%	0.8%
CCN(CC)C(=O)c1sc(NC(=O)COc2ccc3ccccc3c2)c(C(=O)OC(C)C)c1C	x	3.3%
O=[N+]([O-])c1ccc2c(c1)oc1ccccc12	-0.8%	x
O=C(Nc1ccncc1)C12CC3CC(CC(C3)C1)C2	-4.9%	-1.7%
O=S(=O)(c1ccc2c(c1)nc1n2CCC1)N1CCOCC1	-1.9%	-5.0%
c1ccc(COc2cccc(CNn3cnnc3)c2)cc1	3.7%	-10.8%

Screening data deposited in PubChem BioAssay by Sanford-Burnham Center for Chemical Genomics.

A portion of the library, so the mix of outcomes need not match the whole.
